Screening data as filed in PubChem BioAssay.
FBW7 activator: human FBW7 E3 ligase activation, primary screen | Q969H0 | AlphaScreen FBW7–phospho-cyclin E peptide binding, activator screen | normalized activity (activation), % at 26.1 µM | 650,000 compounds, 0.13% hits; in the data active = normalized activity above about 1.9%;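 also: purified mutant Fbw7 with reduced substrate affinity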
TEAD-YAP inh: TEAD-YAP interaction inhibition | HEK-TIYL cells, TEAD-Gal4/YAP UAS-luciferase luminescence | inhibition, % at 9.12 µM | 640,000 compounds, 1.4% hits; in the data active = inhibition above about 32%;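 also: 0% = median of test compound wells and 100% = reference inhibitor wells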
GPR151 ag: human GPR151 activation | Q8TDV0 | 650,000 compounds, 1% hits | PathHunter beta-arrestin GPR151 cells, luminescence | activation, % at 11.2 µM; in the data active = activation above about 4.9%;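 also: 0% = median of compound wells and 100% = cells with positive control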
Target sequence (Q8TDV0 whole entry, looked up): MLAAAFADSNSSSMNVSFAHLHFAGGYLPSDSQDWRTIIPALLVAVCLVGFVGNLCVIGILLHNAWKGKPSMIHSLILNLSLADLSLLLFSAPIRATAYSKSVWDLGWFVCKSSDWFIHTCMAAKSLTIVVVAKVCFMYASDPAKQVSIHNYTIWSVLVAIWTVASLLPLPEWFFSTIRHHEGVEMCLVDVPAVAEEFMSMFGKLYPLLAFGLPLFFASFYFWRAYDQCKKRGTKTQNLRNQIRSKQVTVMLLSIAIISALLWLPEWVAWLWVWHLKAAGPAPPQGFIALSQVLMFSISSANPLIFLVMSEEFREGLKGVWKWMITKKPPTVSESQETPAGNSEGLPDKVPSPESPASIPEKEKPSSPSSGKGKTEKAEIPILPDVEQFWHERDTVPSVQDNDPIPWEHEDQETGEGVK
MITF inh: human MITF inhibition, primary screen. O75030. AlphaScreen MITF homodimerization, bead proximity signal. AID 1259374. 650,000 compounds, 0.91% hits. inhibition, % at 2.6 µM; in the data active = inhibition above about 50%;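 also: 0% = vehicle wells with protein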
Target sequence (O75030 whole entry, looked up): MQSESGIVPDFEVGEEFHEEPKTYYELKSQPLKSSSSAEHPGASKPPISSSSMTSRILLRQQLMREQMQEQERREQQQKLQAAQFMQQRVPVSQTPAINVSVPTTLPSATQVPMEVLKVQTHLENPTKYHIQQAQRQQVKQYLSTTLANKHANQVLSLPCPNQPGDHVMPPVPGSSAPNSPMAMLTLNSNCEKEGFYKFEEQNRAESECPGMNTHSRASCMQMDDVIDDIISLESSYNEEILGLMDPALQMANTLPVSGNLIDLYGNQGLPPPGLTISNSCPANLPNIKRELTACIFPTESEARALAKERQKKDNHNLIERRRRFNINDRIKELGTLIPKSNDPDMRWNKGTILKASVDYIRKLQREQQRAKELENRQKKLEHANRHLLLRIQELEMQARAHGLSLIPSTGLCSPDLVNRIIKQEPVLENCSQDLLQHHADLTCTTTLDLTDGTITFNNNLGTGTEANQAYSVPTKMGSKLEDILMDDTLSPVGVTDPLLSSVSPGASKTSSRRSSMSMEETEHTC
Numbers without * were called inactive. Hits appear at their usual frequency, and some 3.4% of all compounds hit somewhere here.

Preview (five entries):
Letter code – A = FBW7 activator; B = TEAD-YAP inh; C = GPR151 ag; D = MITF inh
[1] Cc1nc2ccc([N+](=O)[O-])cc2c(=O)n1Cc1ccccc1Cl
  A: -0.2 | B: -6 | C: 2.4 | D: 3
[2] CC(C)(C)NC(=O)CN(Cc1ccccc1Cl)C(=O)c1csnn1
  A: 0.7 | B: 5 | C: -0.4 | D: 5
[3] CC1CN(C(=S)c2cccc([N+](=O)[O-])c2)CC(C)O1 (centres undefined)
  A: 0.3 | B: 4 | C: 0.9 | D: 13
[4] CCOC(=O)N1CCN(C(=O)CC2C(=O)NCCN2Cc2cccc3ccccc23)CC1 (centres undefined)
  A: -0.1 | B: -2 | C: -0.2 | D: -12
[5] O=C(Nc1ccccn1)c1cccc(S(=O)(=O)N2CCCCC2)c1
  A: -0.1 | B: -9 | C: 0.5 | D: 9

The whole of this part, from the first entry:
Letter code – A = FBW7 activator; B = TEAD-YAP inh; C = GPR151 ag; D = MITF inh
[1] Cc1nc2ccc([N+](=O)[O-])cc2c(=O)n1Cc1ccccc1Cl
  A: -0.2 | B: -6 | C: 2.4 | D: 3
[2] CC(C)(C)NC(=O)CN(Cc1ccccc1Cl)C(=O)c1csnn1
  A: 0.7 | B: 5 | C: -0.4 | D: 5
[3] CC1CN(C(=S)c2cccc([N+](=O)[O-])c2)CC(C)O1 (centres undefined)
  A: 0.3 | B: 4 | C: 0.9 | D: 13
[4] CCOC(=O)N1CCN(C(=O)CC2C(=O)NCCN2Cc2cccc3ccccc23)CC1 (centres undefined)
  A: -0.1 | B: -2 | C: -0.2 | D: -12
[5] O=C(Nc1ccccn1)c1cccc(S(=O)(=O)N2CCCCC2)c1
  A: -0.1 | B: -9 | C: 0.5 | D: 9
[6] COc1cc(OC)cc(C(=O)Nn2c(-c3ccc(OC)c(OC)c3)nc3ccccc3c2=O)c1
  A: -0.1 | B: 5 | C: -0.5 | D: 2
[7] COc1ccc(OC)c(S(=O)(=O)N2CCC(c3c(C)[nH]c4ccccc34)CC2)c1
  A: 0.1 | B: -14 | C: -0.7 | D: -4
[8] Cc1cccc2cc(CN(CCc3ccccc3)C(=O)N(C)C)c3nnnn3c12
  A: 0.3 | B: 6 | C: 0.7 | D: 16
[9] CCOc1cccc2sc(=NC(=O)c3ccc(S(=O)(=O)N4CCCC4)cc3)n(C)c12
  A: -0.1 | B: 6 | C: 0.2 | D: 5
[10] Cc1[nH]c2ccc(OC(F)(F)F)cc2c1CCNC(=O)c1cccnc1Cl
  A: -0.1 | B: 4 | C: 0.8 | D: 3
[11] COc1ccc(C(N=C2NS(=O)(=O)c3cc([N+](=O)[O-])ccc32)c2ccccc2)cc1 (centres undefined)
  A: -0.2 | B: -7 | C: 0.2 | D: -7
[12] CCCCN(C)c1nnc(NC(=O)Nc2cc(OC)ccc2OC)s1
  A: 0.1 | B: -2 | C: 0.6 | D: 0
[13] O=C(CSc1n[nH]c(=O)[nH]c1=O)N/N=C/c1ccc(C(=O)O)cc1
  A: 0.1 | B: 5 | C: -0.4 | D: 11
[14] Cc1ccc(NC2=CC(c3ccc4c(c3)OCO4)N(c3ccc(C)cc3)C2=O)cc1 (centres undefined)
  A: -0.1 | B: -10 | C: 2.5 | D: 13
[15] CCN(CCO)c1ccc(N=CC2=C(O)CC(C)(C)CC2=O)cc1
  A: -0.5 | B: -36 | C: -0.1 | D: 5
[16] COC(=O)CSC1=C(C#N)C(c2cccc(OC)c2)CC(=O)N1 (centres undefined)
  A: 0.0 | B: 0 | C: 0.0 | D: -1
[17] O=C(Nc1ccc(Cl)cc1Cl)c1cccnc1Cl
  A: -0.1 | B: -21 | C: 0.5 | D: -3
[18] COc1ccc(C=O)cc1OC(=O)c1ccccc1F
  A: 0.1 | B: -11 | C: -0.3 | D: 14
[19] CSCCC(N=C1NS(=O)(=O)c2ccccc21)C(=O)NCc1ccc(Cl)cc1 (centres undefined)
  A: -0.1 | B: 0 | C: 0.9 | D: -12
[20] CCOC(=O)C1=C(C)NC(=O)NC1c1cccs1 (centres undefined)
  A: -0.1 | B: 4 | C: 2.2 | D: 14
[21] O=[N+]([O-])c1ccc(Nc2ccccc2)nc1
  A: -0.2 | B: -10 | C: -0.2 | D: 5
[22] Cn1nc(C(=O)OCC#N)c2ccccc2c1=O
  A: 0.0 | B: 0 | C: 0.6 | D: 0
[23] CCCCOCCCNS(=O)(=O)c1ccc(Br)cc1
  A: 0.5 | B: 9 | C: 1.2 | D: 16
[24] CC1=C(C#N)c2nc(N)c(C#N)c(C)c2/C1=C/c1ccccc1F
  A: -0.4 | B: 6 | C: 1.0 | D: 5
[25] COc1ccc(/C=N/NC(=O)c2nc3nc(C)cc(C)n3n2)cc1OC
  A: -0.3 | B: -12 | C: -0.3 | D: -3
[26] CCOCC(=O)Nc1c(C(=O)Nc2ccc(OCC)cc2)oc2ccccc12
  A: 0.7 | B: -11 | C: 0.6 | D: 5
[27] CC(C)n1c(-c2ccc(N3CCN(C)CC3)cc2)nc2c(NCc3ccccc3)ncnc21
  A: 0.1 | B: -9 | C: 2.9 | D: 18
[28] C=CCc1cccc(Cl)c1OCCCCN1CCOCC1
  A: -0.1 | B: -5 | C: -0.3 | D: 7
[29] CCOc1cc(C2C(C(=O)OC)=C(C)NC3=C2C(=O)c2ccccc23)cc(Cl)c1OC (centres undefined)
  A: -0.1 | B: -3 | C: -0.2 | D: 14
[30] CCn1cc(/C=C(\NC(=O)c2ccc(OC)cc2)C(=O)NC(C)C)c2ccccc21
  A: 0.3 | B: -3 | C: 1.6 | D: -16
[31] Cc1nc2sccn2c1CN1CCN(Cc2ccccc2)C(CCO)C1 (centres undefined)
  A: -0.1 | B: -10 | C: -1.2 | D: -17
[32] CCSc1nnc2c(n1)OC(c1cc(Br)ccc1OC)N(C(=O)CC)c1ccccc1-2 (centres undefined)
  A: 0.7 | B: 0 | C: 1.9 | D: 15
[33] COc1ccccc1C(=O)N1CCN(Cc2c[nH]c3ccccc23)CC1
  A: 0.0 | B: 17 | C: 2.6 | D: 39
[34] CCCCCCc1c(C)c2ccc(OC/C=C/c3ccccc3)cc2oc1=O
  A: 0.1 | B: 7 | C: -1.8 | D: 8
[35] COc1ccc(NC(=S)N2CCN(C)CC2)c(OC)c1
  A: -0.1 | B: -1 | C: 0.0 | D: -3
[36] COc1ccc(C(=O)NCC(=O)N2CCN(c3ccccc3)CC2)cc1
  A: -0.1 | B: 3 | C: 0.9 | D: -2
[37] O=C(CN1C(=O)c2ccccc2C1=O)Nc1sc2c(c1-c1nc3ccccc3s1)CCCC2
  A: 0.3 | B: 4 | C: -1.5 | D: 10
[38] CCN(CC)CCNc1nc2c(c(=O)[nH]c(=O)n2C)n1CC(C)C
  A: -0.1 | B: 7 | C: 0.4 | D: -1
[39] CC1(C)CC2CC(C)(CN2C(=O)COC(=O)c2ccccc2O)C1 (centres undefined)
  A: 0.2 | B: 1 | C: 0.0 | D: 8
[40] CCNC(=O)Nc1nc(-c2ccc(Cl)cc2)cs1
  A: 0.1 | B: -49 | C: -0.6 | D: 4
[41] O=c1c(Cl)cc(C(F)(F)F)cn1CCOc1ccc(Cl)cc1
  A: 0.2 | B: -3 | C: 0.2 | D: -4
[42] Cc1cc(C)n2nc(C(=O)OCC(=O)Nc3ccc(C#N)cc3)nc2n1
  A: 0.2 | B: 12 | C: -1.3 | D: 5
[43] C/C(N)=C(/C#N)C(NC(=O)C1CCCCC1)(C(F)(F)F)C(F)(F)F
  A: -0.2 | B: 1 | C: -1.2 | D: 11
[44] O=C(C(=O)N1CCN(c2ccccc2)CC1)N1CCCCC1
  A: -0.1 | B: -2 | C: -0.4 | D: 3
[45] Cn1c(=O)[nH]c(=O)c2c1ncn2CCN1CCCCC1
  A: -0.1 | B: -11 | C: 0.2 | D: -13
[46] Cn1cccc1Cc1nnc(SCC(=O)NCc2ccccc2)n1C
  A: 0.0 | B: 3 | C: -1.7 | D: -7
[47] CC1CN(c2ncnc3c2c(-c2ccccc2)cn3-c2ccc(Br)cc2)CC(C)O1 (centres undefined)
  A: 0.0 | B: 1 | C: 0.5 | D: 5
[48] COc1cc(OC)c(NC(=O)c2ccc(N3CC4CC(C3)c3cccc(=O)n3C4)c(NC(=O)CCN3CCOCC3)c2)cc1Cl (centres undefined)
  A: 0.0 | B: -3 | C: 0.1 | D: 9
[49] OCC1CCCN1Cc1c(F)cccc1Cl (centres undefined)
  A: 0.2 | B: -11 | C: -0.4 | D: 12
[50] O=C1CCCN1CCCNc1nc(Cl)nc2c1ncn2-c1ccccc1
  A: 0.1 | B: 3 | C: 1.4 | D: 11

Entries of single compounds, quoted from the list:
Entry for `CCn1cc(/C=C(\NC(=O)c2ccc(OC)cc2)C(=O)NC(C)C)c2ccccc21` : FBW7 activator = 0.3; TEAD-YAP inh = -3; GPR151 ag = 1.6; MITF inh = -16
Entry for `CCOc1cc(C2C(C(=O)OC)=C(C)NC3=C2C(=O)c2ccccc23)cc(Cl)c1OC` (centres undefined) : FBW7 activator = -0.1; TEAD-YAP inh = -3; GPR151 ag = -0.2; MITF inh = 14

Reformatted: results already given.
The line under a structure holds: FBW7 activator | TEAD-YAP inh | GPR151 ag | MITF inh
47. CC1CN(c2ncnc3c2c(-c2ccccc2)cn3-c2ccc(Br)cc2)CC(C)O1 (centres undefined)
    0.0 | 1 | 0.5 | 5
48. COc1cc(OC)c(NC(=O)c2ccc(N3CC4CC(C3)c3cccc(=O)n3C4)c(NC(=O)CCN3CCOCC3)c2)cc1Cl (centres undefined)
    0.0 | -3 | 0.1 | 9

Following part:
Letter code – A = FBW7 activator; B = TEAD-YAP inh; C = GPR151 ag; D = MITF inh
[51] NC1=NC(=O)C(CC(=O)Nc2ccc(Cl)cc2Cl)S1 (centres undefined)
  A: 1.1 | B: 7 | C: 0.4 | D: 13
[52] C=CCn1c(O)c(C=NC(C)CC)c(=O)[nH]c1=S (centres undefined)
  A: 0.1 | B: 1 | C: 0.8 | D: 23
[53] COc1ccc(C)cc1Nc1ccc(C(=O)O)cc1N
  A: 0.3 | B: -44 | C: -0.8 | D: 11
[54] O=C(Cc1n[nH]c(=O)c2ccccc12)NCCn1nnn(-c2ccccc2)c1=O
  A: -0.1 | B: -1 | C: 0.4 | D: 7
[55] CN1CC=C2C(C#N)=C(N)C(C#N)(C#N)C(c3ccco3)C2C1 (centres undefined)
  A: -0.9 | B: 6 | C: 0.6 | D: 18
[56] CC(=O)c1c(C)[nH]c(C(=O)OCC(=O)Nc2ccc(C)cc2)c1C
  A: 0.1 | B: 12 | C: 1.7 | D: 10
[57] C/C(=N\NC(=O)c1nnn(-c2nonc2N)c1CN1CCCCC1)c1ccc(N)cc1
  A: 0.1 | B: -26 | C: 0.3 | D: -15
[58] O=C(c1ccncc1)N1CC[C@@H]2[C@H](CCCN2C(=O)c2ccc(C(F)(F)F)cc2)C1
  A: -0.2 | B: -1 | C: 3.7 | D: 4
[59] Cc1ccsc1/C=N/NC(=O)CNC(=O)c1cccs1
  A: -0.1 | B: 7 | C: -1.1 | D: 8
[60] COc1ccc(NC(=O)c2cccc3c([N+](=O)[O-])cccc23)cc1
  A: 0.4 | B: -24 | C: -0.4 | D: 9
[61] CCc1ccc(C(=O)COC(=O)CCC(=O)Nc2ccc(OC)cc2)cc1
  A: 0.3 | B: 6 | C: 6.5* | D: 17
[62] O=c1c2c(nc3nc(NCc4ccc(Cl)cc4)[nH]n13)CCC2
  A: 0.0 | B: -1 | C: -0.2 | D: -5
[63] COc1ccccc1CNc1ccc(N2CCOCC2)c(Cl)c1
  A: -0.3 | B: -10 | C: 0.4 | D: 10
[64] CCOCCCNC(=O)C1CCN(S(=O)(=O)N2CCCCC2)CC1
  A: -0.2 | B: -1 | C: -0.3 | D: 7
[65] Cn1c(=O)c2c(nc3n(CCc4ccccc4)c(-c4ccc(Br)cc4)cn23)n(C)c1=O
  A: 0.1 | B: 18 | C: 5.6* | D: 16
[66] O=C1C(=O)N(CN2N=C(c3ccc(Br)cc3)CC2c2ccccc2Cl)c2ccccc21 (centres undefined)
  A: 0.0 | B: -4 | C: 0.8 | D: -7
[67] CCCN1C(=O)/C(=C/c2cc(Br)c(O)c(OC)c2)NC1=S
  A: -0.1 | B: -7 | C: -0.3 | D: 19
[68] CC(C)(C)c1cc(C(=O)NN=C2CCCCC2)n[nH]1
  A: -0.1 | B: -7 | C: -0.1 | D: 0
[69] CC1(C)Cc2c(sc3[nH]c(=S)n(C4CCCCC4)c(=O)c23)CO1
  A: 0.0 | B: 4 | C: 0.5 | D: 5
[70] CCCCOC(=O)c1ccc(NC(=O)c2cc(-c3ccc(Br)cc3)nc3ccccc23)cc1
  A: 0.2 | B: -1 | C: 0.1 | D: 57*
[71] CCOc1ccc(C2C(=O)N(C3CCCCC3)CC(=O)N2Cc2ccc(F)cc2)cc1OC (centres undefined)
  A: -0.3 | B: -8 | C: 0.7 | D: 13
[72] CCCOc1ccc(/C(O)=C2/C(=O)C(=O)N(CCCN3CCOCC3)C2c2cccc(Oc3ccccc3)c2)c(C)c1 (centres undefined)
  A: 0.1 | B: 3 | C: -0.2 | D: 16
